# EP2 mod – EP2 receptor modulators, cAMP readout, primary screen, cell-based, HTRF cAMP, PGE2 stimulation. EP2-expressing cells, cAMP HTRF FRET, PGE2 co-stimulation. Prostaglandin E2 receptor EP2 subtype (Homo sapiens), P43116. induction, % at 25 µM. 0.83% of 260,000 active;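 active = compounds whose cAMP rise, as percent of the full-agonist control response, exceeds 60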;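 also: rat C6 glioma line stably carrying human EP2 under a CMV promoter; the protocol text gives 20 µM as final concentration; 100% = response of wells given 1 µM PGE2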
# Target sequence (P43116 whole entry, looked up): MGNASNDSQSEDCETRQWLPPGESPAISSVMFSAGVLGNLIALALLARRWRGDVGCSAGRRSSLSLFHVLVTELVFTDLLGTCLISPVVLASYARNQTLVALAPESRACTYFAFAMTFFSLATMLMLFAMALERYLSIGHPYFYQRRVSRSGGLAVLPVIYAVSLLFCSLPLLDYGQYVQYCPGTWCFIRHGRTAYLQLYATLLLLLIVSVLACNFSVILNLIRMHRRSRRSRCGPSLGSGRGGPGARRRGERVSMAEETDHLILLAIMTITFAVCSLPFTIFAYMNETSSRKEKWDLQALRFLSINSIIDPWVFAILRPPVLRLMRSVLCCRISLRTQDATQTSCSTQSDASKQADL
# Rad51 HR inh – human RAD51 strand exchange inhibitors, primary screen, biochemical, fluorescence; hRad51 DNA strand exchange, fluorescence dequenching; DNA repair protein RAD51 homolog 1 (Homo sapiens), Q06609; 0.085% of 200,000 active; inhibition, % at 10 µM; AID 1385, 2008;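 active = inhibition above 40% at the single screening dose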;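 also: 0% = DMSO control wells and 100% = blanks with heterologous ssDNA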
# Target sequence (Q06609 whole entry, looked up): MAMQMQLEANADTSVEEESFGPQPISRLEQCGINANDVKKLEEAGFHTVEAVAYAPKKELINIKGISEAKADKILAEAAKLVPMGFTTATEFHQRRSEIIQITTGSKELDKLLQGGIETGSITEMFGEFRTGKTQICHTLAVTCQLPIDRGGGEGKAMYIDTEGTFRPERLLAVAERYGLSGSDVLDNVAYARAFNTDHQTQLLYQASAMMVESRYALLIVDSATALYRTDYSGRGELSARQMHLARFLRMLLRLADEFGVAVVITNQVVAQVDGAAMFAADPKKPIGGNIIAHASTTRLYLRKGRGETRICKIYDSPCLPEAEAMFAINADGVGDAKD
#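 Test system – preformed human Rad51 ssDNA filaments · Reagent – Donor/quencher-labelled 47-bp dsDNA substrate · Incubation – 37 °C 15-min filament assembly, 30-min compound preincubation, 15-min exchange · Signal – FRET fluorescence dequenching, excitation 485 nm, emission 520 nm · Read-out – percent inhibition from fluorescence, normalised to plate control and blank means · Benchmarks – plate control and blank wells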
# Calpain2 inh – inhibitors of pig calpain II, primary screen, biochemical, fluorogenic peptide substrate, 1536-well | purified calpain II, 30 min | inhibition, % at 16 µM | 0.37% of 220,000 active | AID 1236, 2008;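 active = inhibition above about 50%, limit read from the data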
# L929 necroptosis – inhibitors of zVAD-triggered necroptosis, primary screen, L929 cells | L929 zVAD necroptosis rescue, ATP luminescence, 24 h; with zVAD 60 µM | 0.38% of 220,000 active | AID 1377, 2008 | viability rescue, % at 10 µM;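 active = activation, scaled between plate controls, above about 75%, limit read from the data; inactive = activation under that limit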;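 also: 0% = zVAD with DMSO and 100% = DMSO alone without zVAD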
# eIF4E-4G inh – eIF4E–eIF4G protein interaction inhibitors, primary screen, biochemical, uHTS, TR-FRET, eIF4GI fragment | TR-FRET eIF4E-eIF4GI(517-606) binding, 2 h | inhibition, % at 21.7 µM | 0.37% of 220,000 active | AID 782, 2007;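 active = inhibition above about 30%, limit read from the data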;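 also: 0% = full FRET control wells and 100% = background wells lacking eIF4GI fragment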
# 14-3-3 Bad inh – inhibitors of 14-3-3 zeta/Bad binding, primary screen, biochemical, TR-FRET, bovine 14-3-3 zeta. 14-3-3 protein zeta/delta (Bos taurus), P63103. TR-FRET 14-3-3zeta/Dy647-pBad peptide displacement, 1 h. inhibition, % at 21.7 µM. 0.71% of 220,000 active. AID 781, 2007;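 active = inhibition above about 70%, limit read from the data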;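 also: 0% = full 14-3-3 plus peptide FRET controls and 100% = background without 14-3-3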
# Target sequence (P63103 whole entry, looked up): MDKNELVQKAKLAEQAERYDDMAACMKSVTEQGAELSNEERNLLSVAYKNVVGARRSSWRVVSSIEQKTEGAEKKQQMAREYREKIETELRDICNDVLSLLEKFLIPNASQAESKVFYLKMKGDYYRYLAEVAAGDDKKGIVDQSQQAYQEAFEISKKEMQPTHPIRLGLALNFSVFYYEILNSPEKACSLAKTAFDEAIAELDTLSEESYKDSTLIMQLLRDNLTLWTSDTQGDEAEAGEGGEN
# EP2 antag – human EP2 receptor antagonists, primary screen, TR-FRET cAMP, C6 glioma cells; Prostaglandin E2 receptor EP2 subtype (Homo sapiens), P43116; inhibition, % at 25 µM; 0.52% of 260,000 active; C6 glioma cells expressing human EP2; cells stimulated with saturating PGE2;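 active = percent inhibition above 40 after rounding to a whole number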;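 also: rat C6 glioma host cells with rolipram phosphodiesterase inhibitor present; the protocol text gives 20 µM as final concentration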
# Tb hexokinase – Trypanosoma brucei hexokinase 1 inhibitors, primary screen, biochemical, G6PDH-coupled NADH absorbance, MLSCN library. 0.11% of 220,000 active. recombinant TbHK1, G6PDH-coupled NADH A340. AID 1430, 2008. inhibition, % at 10 µM. hexokinase 1 [Trypanosoma brucei];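 active = inhibition of 50% or more in the single-dose primary screen; inactive = inhibition below 50%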
# Hck Nef HTS – inhibitors of Nef-activated human Hck kinase, primary screen, biochemical, Z-Lyte FRET, 384-well, Hck-YEEI; Tyrosine-protein kinase HCK (Homo sapiens), P08631; Recombinant Hck-YEEI plus Nef, Z-Lyte FRET kinase assay; inhibition, % at 20 µM; 0.68% of 220,000 active; AID 463187, 2010;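 active = Hck-Nef kinase inhibition above about 50%, limit read from the data; inactive = inhibition below that limit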;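 also: 0% = DMSO with Hck plus Nef and 100% = Hck alone without Nef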
# Active calls of the source: *; i = inactive; nt = not tested or not shown; & = joins results of further samples; [ ] = remark or other dose.
1: O=C(NCc1nc2ccccc2[nH]1)C1=C[C@H](c2ccc3c(c2)OCO3)C[C@H](OCCCCO)O1
2: COc1cccc(NC(=S)N(CCc2ccc(OC)c(OC)c2)Cc2ccccn2)c1
3: Cc1ccc(OCC(O)CN2C(=O)NC(C)(C)C2=O)c(C)c1 (stereo not given)
4: COc1ccc(N2CCN(Cc3cc(=O)oc4cc(C)c(Cl)c(C)c34)CC2)cc1
5: O=C(O)COc1ccc(/C=N/n2cnc3scc(-c4cccs4)c3c2=O)cc1
6: COc1ccc(N2C(=O)CSC23C(=O)Nc2ccccc23)cc1OC (stereo not given)
7: CCC(C)[C@H](N)c1nnc(SCC(=O)c2ccc(Cl)cc2)o1 (stereo not given in full)
8: OCC(O)/C=N/Nc1nc2ccccc2s1 (stereo not given)
9: CC(Sc1nnc(C(F)(F)F)n1C)C(=O)Nc1ccc(S(N)(=O)=O)cc1 (stereo not given)
10: Cc1ccc(NC(=O)N2CCc3ccccc32)cc1C

compound no.	1	2	3	4	5	6	7	8	9	10
EP2 mod	1	15	23&-6	14	27	6	-3	-2	2	-2
Rad51 HR inh	-14	-2	12	11	nt	3	0	-5	3	-5
Calpain2 inh	-4	-20	4	-9	-21	-2	-11	-2	4	4
L929 necroptosis	-0.2	-0.1	-0.9	-0.1	0.3	0.2	0.0	1.8	-0.4	67
eIF4E-4G inh	-4	0	-1	7	1	3[fluorescence artefact?]	3	-6	-4	0
14-3-3 Bad inh	0	-5	-10	-3	-6[fluorescence artefact?]	0[fluorescence artefact?]	7[fluorescence artefact?]	-12	-3	-3
EP2 antag	13	7	13&3	12	22	12	16	7	11	5
Tb hexokinase	-5	-10	8	-10	-20	0	-5	1	0	4
Hck Nef HTS	-4	1	-30	0	5	2	-2	-28	-8	0

11: CN=c1scc(-c2ccc(Br)cc2)n1C
12: COc1ccc(N(C(=O)c2ccco2)C(C(=O)NC2CCCC2)c2ccc(N(C)C)cc2)cc1OC (stereo not given)
13: CSc1ccc(CNc2ccc(C)c(C)c2)cc1
14: NC(=O)C1c2ccccc2CSc2ccccc21 (stereo not given)
15: COC(=O)C1=NNC2C(=O)N(c3ccc(C)cc3)C(=O)C12 (stereo not given)
16: O=C(CCSCCC(=O)NCc1ccccc1)NCc1ccccc1
17: Cc1c(C(=O)O)cccc1-c1ccc(C=O)o1
18: CSc1ccccc1NC(=O)c1cc(-c2cccs2)on1
19: O=C(CN1CCN(c2ccccn2)CC1)Nc1ccccc1
20: CCOc1ncccc1C(=O)N(C)CC(=O)Nc1ccc(F)cc1

compound no.	11	12	13	14	15	16	17	18	19	20
EP2 mod	-8	16	41	24	29	1	11	23	12	-10
Rad51 HR inh	-6	3	2	-2	11	6	1	-3	3	0
Calpain2 inh	-6	-2	19	-9	-20	-12	-6	-170	1	-12
L929 necroptosis	-0.8	1.8	-0.2	-0.1	11	0.8	0.3	0.1	-0.1	0.8
eIF4E-4G inh	4[fluorescence artefact?]	4	2	-8	1	4	-5	-2	5[fluorescence artefact?]	0
14-3-3 Bad inh	-2[fluorescence artefact?]	-4	-1	3	-21	-2	-22[fluorescence artefact?]	9	-4	0[fluorescence artefact?]
EP2 antag	12	6	-5	11	3	11	11	8	8	4
Tb hexokinase	-3	-11	3	-1	-1	-3	-11	-7	-4	-1
Hck Nef HTS	-19	0	3	2	18	1	4	-1	0	2

21: COCc1cc(C)c2c(N)c(C#N)sc2n1
22: Cc1noc(C)c1S(=O)(=O)N1CCC(C(=O)NCCN2CCC(C)CC2)CC1
23: O=c1c(N2CCOCC2)nsnc1N1CCOCC1
24: COc1cccc(CN(C(=O)c2ccco2)C(C(=O)NC2CCCC2)c2cccnc2)c1 (stereo not given)
25: Cc1ccc(S(=O)(=O)N2CCC(=O)N(CCOCc3cccc(F)c3)CC2)cc1
26: CCc1ccc(NC(=O)c2ccccc2SC)cc1
27: Cc1nn(C(=O)c2ccco2)c(C)c1Br
28: CC1S/C(=N/N=C/c2ccco2)NC1=O (stereo not given)
29: CCCC1C2CN(C(C)C)CC=C2C(C#N)=C(N)C1(C#N)C#N (stereo not given)
30: O=C(O)CSc1nnc(COc2cccc3cccnc23)n1-c1cccc(C(F)(F)F)c1

compound no.	21	22	23	24	25	26	27	28	29	30
EP2 mod	27	9	-12	14&5	6	36	29	8	8	15
Rad51 HR inh	0	0	5	5	-2	0	-2	-5	nt	34
Calpain2 inh	i	-11	-8	-37	15	11	-1	14	-72	-20
L929 necroptosis	-0.4	-0.6	2.3	-0.2	0.7	5.7	0.2	0.1	-0.2	0.0
eIF4E-4G inh	2	-2	-3[fluorescence artefact?]	2[fluorescence artefact?]	3	11	0	0[fluorescence artefact?]	0	68*
14-3-3 Bad inh	-3	-9[fluorescence artefact?]	-11[fluorescence artefact?]	8[fluorescence artefact?]	3	-3	3	4[fluorescence artefact?]	34[fluorescence artefact?]	-5
EP2 antag	13	10	15	16&16	10	11	4	3	nt	8
Tb hexokinase	-23	2	6	3	-2	-3	-7	-66	-3	-1
Hck Nef HTS	1	-19	1	2	1	-1	5	0	28	4

31: CCn1c(-c2cc(OC)c(OC)c(OC)c2)n[nH]c1=S
32: Cc1ccc(S(=O)(=O)NC2=NCN(CCN3CCOCC3)CN2)cc1
33: C=CCc1cc(C)ccc1OCCCC(C(=O)OCC)C(=O)OCC
34: COc1ccc(CNC(=O)CN(C(=O)CCC(=O)Nc2ccccn2)c2cccc(C)c2)cc1
35: O=S(=O)(NC1=NCCCCC1)c1ccc2ccccc2c1
36: COC(=O)c1c(NC(=O)COC(=O)CNC(=O)c2ccco2)sc(C)c1C
37: CC(C)=CCCC1=CCC(/C=N/NC(N)=O)C(C)C1 (stereo not given)
38: COc1ccc(N=Cc2cccc(C)c2O)cc1Cl
39: COc1ccc(C(=O)N2CCCCC2)cc1S(=O)(=O)Nc1ccccc1
40: CCCn1nc(C(=O)NCCN2CCOCC2)c2ccccc2c1=O

compound no.	31	32	33	34	35	36	37	38	39	40
EP2 mod	30	9	61*	27	-2	11	7	-7	1	23
Rad51 HR inh	3	-12	nt	20	7	7	nt	-4	8	2
Calpain2 inh	8	17	5	-9	7	14	19	-2	-5	-5
L929 necroptosis	0.0	-0.4	-0.2	0.0	-0.4	-0.1	0.4	0.0	0.2	0.3
eIF4E-4G inh	0	-11	-2	-1	20	-2	2	-3	0[fluorescence artefact?]	0
14-3-3 Bad inh	-1	1	5	-5	-1	8[fluorescence artefact?]	-7[fluorescence artefact?]	-5	5[fluorescence artefact?]	8[fluorescence artefact?]
EP2 antag	5	4	7	6	7	6	8	15	7	3
Tb hexokinase	1	7	4	-2	4	-13	19	-13	3	3
Hck Nef HTS	1	2	4	25	1	0	3	3	-2	1

# 2 compounds from above, limited to Tb hexokinase and L929 necroptosis.
nr	Compound	Tb hexokinase	L929 necroptosis
35	O=S(=O)(NC1=NCCCCC1)c1ccc2ccccc2c1	4	-0.4
3	Cc1ccc(OCC(O)CN2C(=O)NC(C)(C)C2=O)c(C)c1 (stereo not given)	8	-0.9

# Some of these compounds in order of heavy-atom count, falling:
34: COc1ccc(CNC(=O)CN(C(=O)CCC(=O)Nc2ccccn2)c2cccc(C)c2)cc1
39: COc1ccc(C(=O)N2CCCCC2)cc1S(=O)(=O)Nc1ccccc1
40: CCCn1nc(C(=O)NCCN2CCOCC2)c2ccccc2c1=O
35: O=S(=O)(NC1=NCCCCC1)c1ccc2ccccc2c1
37: CC(C)=CCCC1=CCC(/C=N/NC(N)=O)C(C)C1 (stereo not given)

compound no.	34	39	40	35	37
EP2 mod	27	1	23	-2	7
Rad51 HR inh	20	8	2	7	nt
Calpain2 inh	-9	-5	-5	7	19
L929 necroptosis	0.0	0.2	0.3	-0.4	0.4
eIF4E-4G inh	-1	0[fluorescence artefact?]	0	20	2
14-3-3 Bad inh	-5	5[fluorescence artefact?]	8[fluorescence artefact?]	-1	-7[fluorescence artefact?]
EP2 antag	6	7	3	7	8
Tb hexokinase	-2	3	3	4	19
Hck Nef HTS	25	-2	1	1	3

# (further entries)
41: S=C(c1ccc2c(c1)OCO2)N1CCCCCC1
42: CCOC(=O)c1ccc(NC(=O)CSc2nc3sc(C(=O)O)c(C)c3c(=O)[nH]2)cc1
43: CCOC(=O)c1ccc(N2C(=O)C3C(/C=C/c4ccccc4)OC4(C(=O)c5ccccc5C4=O)C3C2=O)cc1 (stereo not given)
44: COc1ccc(OC)c2[nH]c(=O)c(CCNC(=O)c3cccs3)cc12
45: O=c1[nH]c2ccccc2nc1/C=C/c1ccccc1
46: CC1(CC(=O)N/N=C/c2ccc(OCc3ccc(Cl)cc3Cl)cc2)OCCCO1
47: CCN(CC)S(=O)(=O)c1ccc(OC)c(NC(=O)CSc2cc(Cl)ccc2Cl)c1
48: Fc1ccccc1-n1cc(-c2ccccc2)[nH]c1=S
49: O=C(CSc1ncn[nH]1)N1CCOCC1
50: CC(C)Oc1cccc(C(=O)NC(=S)Nc2cccc(C(F)(F)F)c2)c1

compound no.	41	42	43	44	45	46	47	48	49	50
EP2 mod	29	16	17	-29	-2	-29	26	-52	17	10
Rad51 HR inh	5	1	-4	21	nt	0	6	-8	0	-4
Calpain2 inh	10	7	-81	-32	-92	-42	14	-14	-37	11
L929 necroptosis	-0.1	1.5	0.8	0.7	78*	0.2	0.0	0.2	12	1.0
eIF4E-4G inh	5	-2	5	0	0	4	18	-2	3	0
14-3-3 Bad inh	-5	0	-19	-7	1	-7	-4	-24	-8	-6
EP2 antag	8	6	9	5	4	8	4	3	10	13
Tb hexokinase	26	-10	42	-4	-11	-9	10	-3	-1	5
Hck Nef HTS	-12	19	5	19	4	-1	6	24	18	1

51: CCN(CC)C(=O)C(C)N(C#N)c1nc(NC(C)C)nc(NC(C)C)n1 (stereo not given)
52: COc1ccc(C(=O)NC(NC(=O)c2ccc(OC)cc2)c2ccccc2F)cc1
53: CC(C)c1cccc(C(C)C)c1NC(=O)Cn1c(=O)cnc2ccccc21
54: CC(C)(C)c1[nH]nc2c1C(Cc1ccccc1)C(C#N)=C(N)O2 (stereo not given)
55: CC(C)CC1=NN2C(=N)/C(=C\c3coc4ccccc4c3=O)C(=O)N=C2S1
56: O=c1cc(/C=C/c2cccs2)[nH]c2ccccc12

compound no.	51	52	53	54	55	56
EP2 mod	20	44	12	3	-54	-4
Rad51 HR inh	-3	18	1	11	i	nt
Calpain2 inh	25	-27	8	-4	25	-6
L929 necroptosis	-0.1	-0.5	-0.6	0.1	1.9	0.3
eIF4E-4G inh	1[fluorescence artefact?]	1	4	-3	-1	1[fluorescence artefact?]
14-3-3 Bad inh	-10[fluorescence artefact?]	-10	11[fluorescence artefact?]	-4	11	11
EP2 antag	4	3	4	19	9	5
Tb hexokinase	-5	-10	25	-3	3	9
Hck Nef HTS	1	1	0	0	24	-11

# An excerpt (hit frequency here may not be typical).
